Runt-SMMHC FRET: blocks binding of human RUNX1 Runt domain to CBFb-SMMHC; inhibition, % at 20 µM; Q01196+Q13951; Cerulean-Runt/Venus-CBFb-SMMHC FRET ratio 530/480, 1 h; 220,000 tested, 0.74% active;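 active = mean inhibition across duplicate retests at 20 µM reaching about 50%, limit read from the data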;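 note: 0% = DMSO wells and 100% = wells with excess untagged CBFb-SMMHC; inhibitors lower the FRET ratio by blocking Runt binding to CBFb-SMMHC; some results filed as inactive read as strong as hits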
RBBP9 inhibitor: inhibitors of human serine hydrolase RBBP9; inhibition, % at 7.94 µM; O75884; 220,000 tested, 0.2% active; recombinant RBBP9, FP-Rh probe fluorescence polarization;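 active = inhibition above the campaign mean of all tested compounds plus 3 SD, cut at about 14% in these data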;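 note: plate controls were DMSO wells with RBBP9 for no effect and wells lacking RBBP9 protein for full effect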
Target sequence (O75884 whole entry, looked up): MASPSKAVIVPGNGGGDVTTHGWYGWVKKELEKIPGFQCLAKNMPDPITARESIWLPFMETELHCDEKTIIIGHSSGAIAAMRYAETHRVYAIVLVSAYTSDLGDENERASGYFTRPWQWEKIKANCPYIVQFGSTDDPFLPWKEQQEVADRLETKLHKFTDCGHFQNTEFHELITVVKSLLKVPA
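Measured by: FP readout at 525/598 nm; material: recombinant human RBBP9; also added: Serine-hydrolase probe FP-Rh, 375 nM pre-mixing; medium: Tris buffer pH 8.0, NaCl, Pluronic; replication: one well per compound; doses: one concentration, 7.94 µM nominal, 0.794% DMSO; timing: preincubation 30 min plus labeling 45 min at 25 °C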
Runt-CBFb FRET: inhibitors of human RUNX1 Runt domain binding to CBFb; inhibition, % at 20 µM; 220,000 tested, 0.46% active; Cerulean-Runt/Venus-CBFb FRET ratio 530/480, 1 h; AID 1496;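 active = inhibition over about 50% at 20 µM in the single-dose screen, limit read from the data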;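 note: 0% = DMSO wells and 100% = excess unlabeled CBFb competitor control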
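Assay system: Cerulean-tagged RUNX1 Runt domain (FRET donor) fusion protein / Amount: 100 nM each of Venus-CBFb and Cerulean-Runt domain / Medium: Tris buffer pH 7.5 with salts and BSA / Also added: Venus-CBFb 100 nM / Schedule: 1 h complex formation plus 1 h compound treatment, room temperature / Signal: FRET fluorescence / Read-out: loss of energy transfer signal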
PERK inhibitor: human PERK inhibition, primary cell-based screen; Q9NZJ5; inhibition, % at 5.6 µM; 220,000 tested, 0.17% active; AID 1416; CHO PERK-DD fusion, SEAP luminescence translation reporter;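 active = inhibition above the mean inhibition of all tested compounds plus 3 SD, set separately per screening campaign, cut at about 2.9% in these data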;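 note: PERK kinase domain activated by AP20187 dimerizer at 100 nM; 0% = DMSO with dimerizer and 100% = rapamycin at 8.4 µM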
PGE2 EP2 inh: inhibitors of human EP2 prostaglandin E2 receptor | P43116 | C6 glioma cells expressing human EP2, cAMP TR-FRET; cells stimulated with saturating PGE2 | inhibition, % at 25 µM | 260,000 tested, 0.52% active;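 active = percent inhibition above 40 after rounding to a whole number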;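 note: rat C6 glioma host cells with rolipram phosphodiesterase inhibitor present; the protocol text gives 20 µM as final concentration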
Target sequence (P43116 whole entry, looked up): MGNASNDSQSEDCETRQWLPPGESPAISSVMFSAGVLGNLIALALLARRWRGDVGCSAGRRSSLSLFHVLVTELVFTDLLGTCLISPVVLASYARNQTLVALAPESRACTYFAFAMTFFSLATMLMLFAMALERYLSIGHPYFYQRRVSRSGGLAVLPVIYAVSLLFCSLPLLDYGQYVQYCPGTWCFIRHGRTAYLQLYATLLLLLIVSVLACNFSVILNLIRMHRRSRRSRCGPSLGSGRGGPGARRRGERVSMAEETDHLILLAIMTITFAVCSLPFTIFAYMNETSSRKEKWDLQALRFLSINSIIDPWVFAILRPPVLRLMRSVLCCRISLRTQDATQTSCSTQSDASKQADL
L929 necroptosis: blocks zVAD induced death of L929 cells. L929 zVAD necroptosis rescue, ATP luminescence, 24 h; with zVAD 60 µM. viability rescue, % at 10 µM. 220,000 tested, 0.38% active;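 active = activation, scaled between plate controls, above about 75%, limit read from the data; inactive = activation under that limit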;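 note: 0% = zVAD with DMSO and 100% = DMSO alone without zVAD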
Hck-Nef inh: inhibitors of human Hck kinase activated by Nef | P08631 | Recombinant Hck-YEEI plus Nef, Z-Lyte FRET kinase assay | inhibition, % at 20 µM | 220,000 tested, 0.68% active | AID 463187;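 active = Hck-Nef kinase inhibition above about 50%, limit read from the data; inactive = inhibition below that limit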;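 note: 0% = DMSO with Hck plus Nef and 100% = Hck alone without Nef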
Target sequence (P08631 whole entry, looked up): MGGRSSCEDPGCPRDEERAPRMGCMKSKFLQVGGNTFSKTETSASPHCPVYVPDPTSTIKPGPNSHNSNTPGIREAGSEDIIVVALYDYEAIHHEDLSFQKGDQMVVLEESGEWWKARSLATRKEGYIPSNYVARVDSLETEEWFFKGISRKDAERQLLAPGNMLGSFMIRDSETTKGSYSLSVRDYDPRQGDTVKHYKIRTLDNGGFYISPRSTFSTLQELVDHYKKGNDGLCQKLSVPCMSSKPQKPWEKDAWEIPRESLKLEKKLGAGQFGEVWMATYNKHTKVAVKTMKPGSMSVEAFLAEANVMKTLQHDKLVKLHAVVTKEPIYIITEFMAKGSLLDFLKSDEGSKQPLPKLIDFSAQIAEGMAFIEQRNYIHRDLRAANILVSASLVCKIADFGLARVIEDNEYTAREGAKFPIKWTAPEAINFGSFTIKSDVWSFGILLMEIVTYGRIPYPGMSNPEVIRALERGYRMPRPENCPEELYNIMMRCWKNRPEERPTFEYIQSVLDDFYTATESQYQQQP
TNF necrop inh: inhibitors of TNF-alpha induced necroptosis in Jurkat FADD-/- cells | Jurkat FADD-/- TNF necroptosis rescue, ATP luminescence, 24 h; 0 = TNF only, 100 = no-TNF cells | activation (protection from cell death), % at 10 µM | 220,000 tested, 0.068% active;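 active = activation, meaning protection from cell death, of at least 50% relative to plate controls; inactive = activation below 50%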;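 note: necroptosis triggered by 40 ng/mL TNF-alpha added together with compound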
EP2 modulator: EP2 receptor (human) modulation. AID 940. 260,000 tested, 0.83% active. EP2-expressing cells, cAMP HTRF FRET, PGE2 co-stimulation. induction, % at 25 µM;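 active = compounds whose cAMP rise, as percent of the full-agonist control response, exceeds 60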;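 note: rat C6 glioma line stably carrying human EP2 under a CMV promoter; the protocol text gives 20 µM as final concentration; 100% = response of wells given 1 µM PGE2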
* = called active by the depositor; nt = no result given; & = joins results of further samples. This is a subset, so the mix of outcomes need not match the whole.

SMILES | Runt-SMMHC FRET | RBBP9 inhibitor | Runt-CBFb FRET | PERK inhibitor | PGE2 EP2 inh | L929 necroptosis | Hck-Nef inh | TNF necrop inh | EP2 modulator
CCOC(=O)C(O)(c1ccc(N=c2ccccn2C)cc1)C(F)(F)F (stereo not drawn) | -1 | -1 | 2 | -0.2 | 8 | 0.9 | 16 | 2.2 | -7
O=c1[nH]c(=S)n(C2CC2)c(O)c1C=NCc1cccnc1 | 4 | -4 | 1 | 0.1 | 8 | 0.4 | 14 | -0.2 | 8
OC1/C(=C/c2ccc(C(F)(F)F)cc2)N2CCC1CC2 (stereo not drawn) | 1 | -16 | -3 | 1.7 | 6 | 2.4 | 5 | 1.8 | 12
Cc1nc2cc(C(=O)N3CCC4(CC3)OCCO4)ccc2n1-c1cccc(F)c1 | 4 | -10 | 1 | -1.3 | 11 | 0.0 | 1 | -0.9 | 10
Cc1ccc(-c2nc3ccccc3c(=O)n2-c2ccncc2)cc1 | 0 | -9 | -1 | -0.8 | 7 | 1.0 | -1 | 1.2 | -1
CCC(COC(=O)c1cc(OC)c(OC)c(OC)c1)(c1ccccc1)N(C)C (stereo not drawn) | 1 | 3 | -3 | -1.2 | 9&18&6 | 1.7 | -1 | -1.1 | 49&28
O=C(Nc1ccc(Cl)cc1C(=O)c1ccccc1)c1ccccc1 | -3 | 0 | -2 | 0.3 | nt | -0.1 | 2 | -4.5 | 37
Cc1ccc(OCC(=O)N2CCN(Cc3ccc4c(c3)OCO4)CC2)cc1 | 1 | -6 | -1 | 0.1 | -2 | 1.1 | -38 | 2.8 | -43
CN(C)c1ccc(C=C(C#N)C#N)cc1 | 6 | 2 | 3 | 0.9 | 5 | -0.1 | 2 | 0.2 | -10
CCN(C(=O)Oc1ccccc1)c1ccc(C(O)(C(=O)OC)C(F)(F)F)cc1 (stereo not drawn) | 0 | -5 | 0 | 1.5 | 8 | -0.3 | 2 | 1.2 | -6

Complete entries from above. Order of screens: Runt-SMMHC FRET	RBBP9 inhibitor	Runt-CBFb FRET	PERK inhibitor	PGE2 EP2 inh	L929 necroptosis	Hck-Nef inh	TNF necrop inh	EP2 modulator
Results for Cc1ccc(-c2nc3ccccc3c(=O)n2-c2ccncc2)cc1 → 0	-9	-1	-0.8	7	1.0	-1	1.2	-1
Results for CCOC(=O)C(O)(c1ccc(N=c2ccccn2C)cc1)C(F)(F)F (stereo not drawn) → -1	-1	2	-0.2	8	0.9	16	2.2	-7

(further entries)
SMILES | Runt-SMMHC FRET | RBBP9 inhibitor | Runt-CBFb FRET | PERK inhibitor | PGE2 EP2 inh | L929 necroptosis | Hck-Nef inh | TNF necrop inh | EP2 modulator
COc1ccc(N2C(=O)/C(=C/C=C/c3ccccc3[N+](=O)[O-])C(=O)NC2=S)cc1 | -6 | -10 | 12 | -0.4 | 9 | 0.9 | 63* | -3.0 | -70
Cc1ccc(NC(=O)c2snnc2C)cc1Cl | 2 | 1 | 0 | 0.7 | 5 | 4.1 | 24 | 5.7 | -44
CN1CCN(Cc2ccccc2C(F)(F)F)CC1 | -70 | -11 | 1 | -0.4 | 6 | -0.6 | -1 | 2.3 | -17
COCCNC(=O)CN1C(=O)CN=C(c2ccccc2)c2ccccc21 | 0 | 0 | 2 | 0.0 | 4 | 0.2 | 2 | 0.7 | 14
COC(=O)C(O)(c1ccc(N(C)S(=O)(=O)c2ccccc2)cc1)C(F)(F)F (stereo not drawn) | 2 | -12 | -1 | -0.2 | 18 | -0.1 | -4 | 0.8 | -21
Fc1ccc(N2CCN(Cc3ccc4c(c3)OCO4)CC2)cc1 | -6 | -10 | -3 | 0.1 | 5 | 0.6 | 2 | 1.0 | 0
CC(C)CN(CC(C)C)C(=O)C1C2c3ccccc3C(c3ccccc32)C1C(=O)O (stereo not drawn) | -7 | 1 | 0 | 1.1 | 9 | -0.6 | 22 | -0.1 | 39
COc1ccc(CC(=O)N2CCN(C)CC2)cc1OC | -1 | -5 | 0 | -0.3 | 9 | -0.7 | 1 | 1.0 | -4
CCN(CC)c1ccc(N=Cc2c(O)n(-c3ccccc3C)c(=O)[nH]c2=O)cc1 | -125 | -2 | -49 | -0.1 | 8 | 0.4 | -1 | -1.1 | 10
Cc1cccc(-c2nc3ccccc3c(=O)n2-n2cccc2)c1 | -2 | 5 | 2 | 0.2 | 13 | -0.1 | 2 | -3.4 | 25
CCOP(=O)(C#CC(C)(C)C)C(C)(O)c1ccccc1 (stereo not drawn) | -1 | -7 | -1 | 0.2 | 19 | 0.1 | 1 | -2.1 | 9
COc1ccc(C(=O)OC2CC[C@@]3(C)C4CCC5[C@]6(O)CC(O)[C@@]7(O)C(CN8CC(C)CCC8[C@@]7(C)O)[C@]6(O)C[C@@]53O[C@]24O)cc1OC (stereo partly drawn) | 9 | -9 | 2 | -0.3 | 11 | 0.0 | 4 | -3.0 | -8
CN1CCN(c2ccc([N+](=O)[O-])c3no[n+]([O-])c23)CC1 | -21 | -5 | -45 | -1.0 | 4 | 24 | 23 | -29 | -12
CCN(CC)C(=O)N[C@H]1C[C@@H]2c3cccc4[nH]cc(c34)C[C@H]2N(C)C1 | -4 | -7 | -2 | -1.1 | 14 | -0.5 | 2 | 2.0 | 0
COC(=O)CC1NC2CCCCC2NC1=O (stereo not drawn) | 0 | -7 | -1 | 0.0 | 12 | -0.9 | -22 | -1.2 | 12
CC(=O)Nc1ccc([As](=O)(O)c2ccc([N+](=O)[O-])cc2)cc1 | 3 | -5 | 0 | 0.8 | 5 | 0.8 | 2 | 1.5 | 6
CCCn1ncc(C(=O)O)c1C | 0 | 0 | -2 | 1.9 | 9 | -0.4 | -1 | -1.8 | 27
COC(=O)C(O)(c1ccc(N(C)C)cc1)C(F)(F)F (stereo not drawn) | 4 | -2 | 1 | 0.6 | 8 | 1.1 | 22 | 0.6 | -14
CCCC12CN3CCN(C1)CC(CCC)(C3)C2=O | -2 | -8 | 0 | 0.4 | 9 | -0.3 | 5 | -0.7 | 4
N#C/C(=C(/O)c1ccc(S(=O)(=O)N(CCCl)CCCl)cc1)c1nc2ccccc2[nH]1 | 0 | -1 | -1 | 0.7 | 8 | -0.5 | 37 | 0.4 | -6
C=CCn1c(O)c(C(C)=NCCCN(C)C)c(=O)[nH]c1=O | -1 | -7 | 2 | 0.2 | 6 | -0.3 | 5 | 0.5 | -28
NC12CN3CN(CN(C3)C1)C2 (tested in a mixture with another compound) | 4 | -5 | 0 | 0.0 | 7 | 9.8 | -2 | -0.1 | -1
Cc1ccc(C)c(OCC(=O)N2CCCN(C)CC2)c1 | 1 | 3 | 1 | 1.0 | 16 | 0.3 | 2 | 3.9 | 6
COc1ccc(-n2c(-c3ccccc3)nc3ccccc3c2=O)cc1 | 0 | 0 | 1 | -0.6 | 4 | 0.1 | 22 | 0.0 | 42
O=c1[nH]c(=S)n(CCC2=CCCCC2)c(O)c1C=NCc1cccnc1 | -4 | -5 | 0 | 0.8 | 4 | 0.6 | 1 | -1.4 | 19
CCn1cc(C(=O)N2CCC3(CC2)OCCO3)c(=O)c2cc(S(=O)(=O)N3CCCC3)ccc21 | -5 | -9 | 2 | -0.2 | 8 | 0.2 | -2 | -0.1 | 12
O=S(=O)(c1ccccc1)N1CC1c1ccccc1 (stereo not drawn) | -7 | -6 | 0 | 0.7 | 2 | -0.2 | 4 | 1.6 | 8
Cc1cc(C)c(NC2=NCCCS2)c(C)c1 | 1 | 2 | -1 | -0.2 | 10 | 0.0 | 5 | -0.2 | 30
CC1CN=C(NCc2ccc(F)cc2)S1 (stereo not drawn) | -2 | -6 | 1 | 0.5 | 9 | 1.3 | 19 | 10 | -26
COc1ccccc1OCC#CCN1CCOCC1 | -1 | -1 | -1 | -0.3 | 4 | -0.8 | 1 | -0.2 | 35
Oc1ccc(/C=N/NP(=S)(c2ccccc2)c2ccccc2)cc1O | -1 | -16 | 2 | 0.0 | nt | 2.6 | -1 | -5.6 | -38
COc1ccc(C2C([N+](=O)[O-])=C(N)Oc3c2c(=O)oc2ccccc32)cc1 (stereo not drawn) | 0 | -8 | 0 | -0.1 | 11 | 0.3 | 0 | 1.2 | 22
Cc1cc(C(=O)CS(=O)(=O)c2ccc(F)cc2)cc(C)c1OC(=O)N(C)C | 3 | -8 | -2 | -0.4 | 3 | 2.9 | 23 | 0.8 | -6
COc1cccc(O)c1CN1CCCC(C(=O)c2sccc2C)C1 (stereo not drawn) | 0 | -5 | 0 | -0.7 | 8 | 0.5 | 25 | 2.9 | -25
CCN(CC)c1ccc([N+](=O)[O-])c2cccnc12 | 1 | -2 | 8 | -0.6 | 3 | -0.6 | 10 | -1.3 | -28
O=C1/C(=C\c2ccc3c(c2)OCO3)N2CCC1CC2 | -1 | -5 | -2 | 0.6 | 7 | 0.1 | -1 | -2.7 | 9
Cc1ccc(/C=C2\C(=O)NC(=O)N(Cc3ccccc3Cl)C2=O)o1 | 16 | -7 | 13 | 1.1 | 38 | 1.3 | 30 | -1.5 | -72
COC(=O)C(O)(c1ccc(NC(=O)NC2CCCCC2)cc1)C(F)(F)F (stereo not drawn) | 1 | -8 | -1 | 0.1 | 8 | nt | -8 | 2.9 | -12
C=CCn1c(O)c(C(CC)=Nc2ccc(NC(C)=O)cc2)c(=O)[nH]c1=O | 1 | -8 | 0 | 1.9 | 8 | 1.5 | -2 | 0.3 | 2
CCSP1(=S)N=C(N2CCOCC2)C(C#N)=C2CCCN21 (stereo not drawn) | 0 | -14 | 3 | -0.1 | -4 | -0.3 | 2 | -2.9 | 12
CC1(C)C(C(=O)NN2C(=O)c3ccccc3C2=O)C1(C)C | 1 | 8 | 2 | -0.4 | 13 | 1.0 | -1 | 1.4 | 39
O=C1CN(C(=O)CN2CCCCC2)C(c2ccccc2)c2cc(Br)ccc2N1 (stereo not drawn) | 4 | -1 | -1 | -1.0 | 11 | -0.2 | 0 | 0.1 | 17
Cc1ccc(C(=O)C2(C)N(O)C(C)C(c3cccs3)=[N+]2[O-])cc1 (stereo not drawn) | 4 | 3 | -1 | 1.7 | 6 | -0.3 | 1 | -1.8 | 17
CCn1c(O)c(C=Nc2ccc(S(N)(=O)=O)cc2)c(=O)n(CC)c1=S | -1 | -9 | 8 | 0.8 | 17 | 1.2 | 2 | -1.3 | 13
OCC[n+]1c2ccccc2nc2ccc(N3CCOCC3)cc21 | 1 | -4 | 3 | 0.9 | 101* | -1.8 | 11 | -16 | -117
Cc1cc([N+](=O)[O-])c2ccccc2[n+]1[O-] | 4 | -6 | 15 | -0.8 | 14 | 81* | -1 | -28 | -71
O=c1c2ccccc2nc(-c2ccccc2)n1-c1ccccn1 | -3 | -8 | 1 | 0.6 | 9 | 4.2 | 21 | -0.1 | 30
O=C1NC(=S)NC(=O)C1=Cc1ccc2c(c1)CCN2CCCCl | 12 | -5 | 12 | 1.3 | 7 | -0.4 | 79* | -2.9 | -21
Cc1nn(Cc2ccccc2)c(C)c1C=C1C(=O)NC(=S)NC1=O | 25 | 3 | 32 | 0.6 | 9 | 0.7 | 5 | 10 | -14
